# High-throughput results (PubChem BioAssay)
# KCNQ2 inh – KCNQ2 channel blockers in CHO-K1 cells – cell-based, FluxOR thallium flux, B-score, primary screen (AID 2156); 310,000 compounds, 1.1% hits; O88943; B-score at 10 µM; 20 min; hits give low values;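 active = fluorescence ratio B-score at most minus 3 library SDs, with starting brightness B-score within 2 library SDs, cut at about -5.5 in these data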
# Target sequence (O88943 whole entry, looked up): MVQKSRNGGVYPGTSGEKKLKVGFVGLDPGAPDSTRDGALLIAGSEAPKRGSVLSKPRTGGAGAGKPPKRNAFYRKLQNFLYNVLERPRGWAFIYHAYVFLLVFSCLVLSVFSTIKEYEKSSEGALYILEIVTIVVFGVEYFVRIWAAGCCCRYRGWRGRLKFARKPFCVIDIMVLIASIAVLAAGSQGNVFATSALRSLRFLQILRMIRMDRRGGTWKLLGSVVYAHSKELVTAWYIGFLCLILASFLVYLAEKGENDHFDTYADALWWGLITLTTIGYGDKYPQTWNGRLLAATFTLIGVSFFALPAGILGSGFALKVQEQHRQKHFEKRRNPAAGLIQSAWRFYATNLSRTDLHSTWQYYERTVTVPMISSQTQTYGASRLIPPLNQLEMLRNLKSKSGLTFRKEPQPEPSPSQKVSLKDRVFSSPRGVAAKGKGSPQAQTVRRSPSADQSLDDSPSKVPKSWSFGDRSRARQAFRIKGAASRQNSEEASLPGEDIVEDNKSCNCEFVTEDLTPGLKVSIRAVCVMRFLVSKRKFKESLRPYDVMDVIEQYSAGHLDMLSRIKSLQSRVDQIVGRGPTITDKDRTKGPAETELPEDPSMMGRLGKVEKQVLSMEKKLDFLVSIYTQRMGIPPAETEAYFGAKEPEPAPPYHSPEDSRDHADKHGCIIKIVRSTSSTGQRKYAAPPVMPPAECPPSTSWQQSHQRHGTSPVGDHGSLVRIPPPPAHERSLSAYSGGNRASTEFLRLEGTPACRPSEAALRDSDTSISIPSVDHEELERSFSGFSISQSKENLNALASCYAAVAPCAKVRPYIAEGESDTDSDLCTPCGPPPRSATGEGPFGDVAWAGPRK
# Kir21 inh – blocks the mouse Kir2.1 inward-rectifier potassium channel; P35561; HEK293-Kir2.1, FluxOR thallium flux fluorescence; hits give low values; B-score at 10 µM; 310,000 compounds, 0.85% hits; AID 1672;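 active = fluorescence ratio B-score at or below minus 3 SD of library scores, with starting-brightness B-score within 2 SD, cut at about -4.2 in these data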;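 note: channel flux triggered by added potassium and thallium sulfate stimulus; B-score of peak minus minimum fluorescence over baseline after thallium stimulus; more negative B-score means stronger Kir2.1 block with less thallium influx; some compounds called inactive have numbers as strong as hits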
# CHT block – inhibitors of human choline transporter CHT. Q9GZV3. CHT-expressing cells, membrane potential dye, choline response; hits give low values. B-score at 10 µM. 310,000 compounds, 0.86% hits. AID 488975;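 active = B-score over 3 SD under the library average, and starting fluorescence ratio not unusually high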;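 note: choline stimulus applied at its EC90 after an EC20 pre-addition; B-score computed on integrated fluorescence ratio after choline addition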
# * marks the source's active call; other numbers are inactive results; i = inactive; nt = no result given.
SMILES	KCNQ2 inh	Kir21 inh	CHT block
Cc1cc(C)n2nc(SCc3ccc(C#N)cc3)nc2n1	i	0.68	i
CS(=O)(=O)N1CCCC(C(=O)Nc2ccc(F)cc2F)C1 (stereo not given)	i	1.5	i
CCNc1nc(NCC)n2c(SCC(=O)Nc3ccccc3F)nnc2n1	i	0.01	i
CCC(=O)c1ccc(OCC(=O)OCC(=O)NCc2cccs2)cc1	i	0.01	i
O=C(O)C1C2C=CC(C3CC23)C1C(=O)O (stereo not given)	i	1.1	i
O=C(c1cccc(C(F)(F)F)c1)C1CCCN(Cc2cccc(OCCO)c2)C1 (stereo not given)	i	-2	i
CC1CCN(S(=O)(=O)c2cnc[nH]2)CC1	i	0.07	i
O=C(NC(=S)NCc1ccccc1)C1CC1	i	0.79	i
O=C(Nc1ccccc1N1CCOCC1)c1ccc(OCc2cscn2)cc1	i	-0.9	i
Cc1ccc(NC(=O)c2ccnc(C(C)(C)C)c2)cc1	i	-0.04	i
CCCC(=O)Nc1cc(C(F)(F)F)ccc1N1CCOCC1	i	-0.13	i
CCCCOC(=O)Nc1cc(C)c(Cl)cc1OC	i	-0.51	i
O=C1/C(=C/c2cccc3ccccc23)CCCc2ccccc21	-6.6*	-0.79	i
Fc1ccc(N2CCN(C3=Nc4cccc5cccc3c45)CC2)cc1	i	0	i
O=C(COc1ccc2c(c1)C(=O)CC1(CCCCC1)O2)NCc1ccccn1	i	-1.2	i
O=C(Nc1ccc(N2CCCCC2)cc1)c1cncc(Br)c1	i	1.7	i
CCCC(=O)N(CCN1CCOCC1)c1nc2c(C)cccc2s1	i	-1.9	i
Cc1nn(CC(=O)N/N=C/c2ccc3c(c2)OCO3)c(C)c1Br	i	-1.6	i
CCCCNC(=S)N/N=C/c1cccc(OCC)c1O	i	0.89	i
c1ccc(Nc2nc3ccccc3o2)cc1	i	-0.71	i
CCOCC(=O)Nc1nc2ccc(S(C)(=O)=O)cc2s1	i	-0.78	i
COc1ccccc1CNC(=O)CSc1nc(N)c(C#N)c(-c2cccs2)c1C#N	i	1.7	i
CCNc1c2c3c(cccc3n(C)c1=O)C(=O)c1ccccc1-2	i	-11	i
O=[N+]([O-])c1cccc(/C=N/Nc2cc(N3CCOCC3)ncn2)c1	i	-1.2	i
COC(=O)CNC(=O)c1cc(OC)cc(OC)c1	i	0.55	i
CCc1cc(C(c2ccncc2)N2CCN(C)CC2)c(NC(=O)c2ccccc2)s1 (stereo not given)	i	0.3	i
CC(=O)N1CCc2cc(S(=O)(=O)Nc3ccc(C)cc3C)ccc21	i	0.93	i
CCN(CC)S(=O)(=O)c1ccc(F)c(C(=O)NCCC(C)C)c1	i	-0.6	i
COC(=O)c1ccc(CSc2n[nH]c(-c3ccccc3)n2)o1	i	-0.5	i
COc1ccc(NC(=O)c2ccc3c(c2)C(=O)N(CC2CCCO2)C3=O)cc1 (stereo not given)	i	1.8	i
COc1ccc(-c2c(C#Cc3ccsc3)c3ccccc3n2C)cc1	i	1.8	i
CN(C)C(=O)CCN1CCOCC1	i	-0.45	i
COc1ccccc1NC(=O)CSc1ccc2nnc(-c3ccccn3)n2n1	i	-0.21	i
COc1ccc(NS(=O)(=O)c2cnc[nH]2)cc1	i	0.08	i
COCCN1CC(CNC(=O)c2cc(COc3ccc(C)c(C)c3)on2)CC1=O (stereo not given)	i	0.04	i
COc1cc(-c2nc3sc(C)c(C)c3c(=O)o2)cc(OC)c1OC	i	2.2	i
O=C(CCNc1ccc(F)cc1)c1cccc([N+](=O)[O-])c1	i	-1.3	i
O=C(Nc1ccc(F)cc1)C(Sc1nc2ccccc2[nH]1)c1ccccc1 (stereo not given)	i	1	i
CCCc1nnc(NC(=O)c2c(O)c3cccc4c3n(c2=O)CCC4)s1	i	0.06	i
O=C(NCc1ccco1)C(c1ccncc1)N(C(=O)Cn1nnc2ccccc21)c1ccccc1 (stereo not given)	i	-0.56	i
O=C(CSc1ncnc2ccccc12)N1CCCC1	i	2.1	i
Cc1oc(=O)c(NC(=O)c2cccc(Cl)c2)cc1C(=O)c1ccccc1	i	-0.75	i
Cc1cc(OCC(=O)NC(Cc2ccc(Cl)cc2)C(=O)O)c2c(C)c(C)c(=O)oc2c1 (stereo not given)	i	1.2	i
CCCCCc1c(C)nc(NCc2ccccc2)[nH]c1=O	i	1.7	i
Cc1ccc(NC(=O)CSc2nnc(-c3cnccn3)n2Cc2ccco2)cc1C	i	0.83	i
Cc1onc(-c2ccccc2Cl)c1C(=O)N1CCOC12CCN(c1cccc(F)n1)CC2	i	0.43	i
O=C(O)c1ccc(S(=O)(=O)N2CCCCCC2)cc1	i	1.8	i
CCOC(=O)C1CCCN(C(=O)CSc2ccccc2)C1 (stereo not given)	i	0.5	i
O=C(N/N=C/c1cc2c(cc1Br)OCO2)c1cc2ccccc2o1	i	0.12	i
CSc1nc2n(n1)C(c1cccs1)C1=C(CCCC1=O)N2 (stereo not given)	i	0.77	i
CC(=NCC1CCCO1)c1c(O)[nH]c(=O)[nH]c1=O (stereo not given)	i	-0.68	i
O=C1N=C(O)CN1/N=C/c1ccc(-c2ccc([N+](=O)[O-])cc2)o1	i	-0.52	i
Cc1cc(NC(c2ccc(Cl)cc2)c2ccc3cccnc3c2O)no1 (stereo not given)	i	0.01	i
O=C(Nc1ccc(-n2cnnn2)cc1)C1CCC1	i	0.43	i
COc1ccc(NC(=O)/C(C#N)=C\c2ccc(-c3cc(C(=O)O)ccc3C)o2)cc1	i	-1.7	i
N#CCCN(CCC#N)c1nnc(-c2ccccc2)s1	i	3.4	i
CCOc1ccc2c(c1)-c1c(ssc1=S)C(C)(C)N2C	-7*	-0.2	i
C/C=C(\C)CN1CCc2cc(OC)c(OC)cc2C1	i	0.24	i
O=C(c1cc2cc(F)ccc2[nH]1)N1CCN(c2ccc(F)cc2)CC1	i	0.89	i
Cc1ccc(SCCC(=O)N(C)C)cc1	i	-2.4	i

# The listing continues:
SMILES	KCNQ2 inh	Kir21 inh	CHT block
CCOc1cc(CNc2ncc(-c3ccc(OC)cc3)n2C)ccc1O	i	0.09	i
COC(=O)C1=C(C)N(C(C)c2ccccc2)C(=O)/C1=C\c1ccco1 (stereo not given)	-8.5*	-3.3	i
O=C1CC(c2ccco2)CC(O)=C1C=Nc1cc(Cl)ccc1O (stereo not given)	i	0.88	i
Cc1ccc2c(cnn2C(=O)CCC(=O)NCc2ccccc2Cl)c1	i	0.34	i
O=C(NC1CC1)c1ccc(CS(=O)(=O)c2c(Cl)cccc2Cl)o1	i	-1.6	i
COc1ccc(CNC(=O)CCS(=O)(=O)Cc2cccc(Cl)c2)c(OC)c1	i	0.1	i
COc1ccc(NC(=O)COc2coc(CN3CCc4ccccc43)cc2=O)cc1	i	0.52	i
O=C(NCc1ccc(C(F)(F)F)cc1)C1CC(c2cccc(F)c2)=NO1 (stereo not given)	i	-0.1	i
COC(=O)C1=C(C)N(C)C(C)=C(C(=O)OC)C1c1ccc(C(=O)OC)cc1	i	2	i
C=CCN(C(=O)c1csnn1)C(C(=O)NC1CCCC1)c1ccccc1 (stereo not given)	i	0.49	i
O=C(CSc1nnc(-c2c[nH]c3ccccc23)o1)N(Cc1ccccc1)c1ccc(F)cc1	i	0	i
N#Cc1c(SCc2ccccc2)sc(C(=O)c2ccccc2)c1N	i	-0.4	i
COc1ccc(CNC(=O)C(c2ccco2)N(Cc2ccccc2)C(=O)Cc2cccs2)cc1 (stereo not given)	i	0.99	i
Cc1ccc(C)c(SCc2noc(C(=O)NCC3CCCO3)c2C(=O)O)c1 (stereo not given)	i	-0.82	i
Cc1ccc(NC(=O)COC(=O)[C@H](C)NC(=O)c2ccccc2)cc1S(=O)(=O)N1CCOCC1	i	0.55	i
CCOCCCNS(=O)(=O)c1ccc(NC(=O)N2c3ccccc3Sc3ccccc32)cc1	i	0.69	i
c1csc(C(c2nnnn2C2CCCCC2)N2CCN(c3nc4ccccc4s3)CC2)c1 (stereo not given)	i	-0.86	nt
CCN(CC)S(=O)(=O)c1cccc(NC(=O)C(=O)c2c(-c3ccccc3)cc3ccccn23)c1	i	0.48	i
CC(=O)c1c(C)[nH]c(C(=O)NCc2ccc(F)cc2)c1C	i	0.03	i
Cc1ccc(C(=O)N2CCN(CCNC(=O)C(=O)Nc3ccc(Cl)cc3)CC2)cc1	i	-0.06	nt
O=C(O)c1ccc2c(=O)n3c(nc2c1)/C(=C/c1ccccc1OC(F)F)CC3	i	-0.05	i
CCCN=Cc1ccc(O)cc1	i	0.01	i
CCCCOc1ccc(CC2CCC(=O)NC2=O)cc1 (stereo not given)	i	0.84	i
NC(=O)[C@H](Cc1cc2ccccc2s1)NC(=O)[C@@H]1CC2(CC(c3cccc(NC(=O)[C@@H]4CCC(=O)N4)c3)=NO2)CN1C(=O)/C=C/c1c(F)cccc1Cl (stereo not given in full)	i	-0.09	i
N#Cc1ccc(CN(c2ccncc2)S(=O)(=O)c2ccccc2)cc1	i	1.1	i
Cc1cccc(C)c1NC(=S)N1CC(C)OC(C)C1 (stereo not given)	i	-0.01	i
Cc1ccc(CCN2CC(C(=O)NC(C)C)CC2=O)cc1 (stereo not given)	i	0.7	i
COC(=O)c1sc(NC(=O)c2cccc([N+](=O)[O-])c2)c(C(N)=O)c1C	i	-0.92	i
COc1cc(/C=C/C(=O)O)cc(S(=O)(=O)NCCCO)c1OC	i	1.6	i
COC(=O)c1cn(C(=O)c2ccc(C)c(C)c2)c2ccccc12	i	1.7	i

# Entries of single compounds as entered above. Screens in order: KCNQ2 inh | Kir21 inh | CHT block
# `COC(=O)c1sc(NC(=O)c2cccc([N+](=O)[O-])c2)c(C(N)=O)c1C` as listed: i | -0.92 | i
# `CC(=O)c1c(C)[nH]c(C(=O)NCc2ccc(F)cc2)c1C` as listed: i | 0.03 | i
# `Cc1ccc(CCN2CC(C(=O)NC(C)C)CC2=O)cc1` (stereo not given) as listed: i | 0.7 | i
# `NC(=O)[C@H](Cc1cc2ccccc2s1)NC(=O)[C@@H]1CC2(CC(c3cccc(NC(=O)[C@@H]4CCC(=O)N4)c3)=NO2)CN1C(=O)/C=C/c1c(F)cccc1Cl` (stereo not given in full) as listed: i | -0.09 | i
# `N#Cc1ccc(CN(c2ccncc2)S(=O)(=O)c2ccccc2)cc1` as listed: i | 1.1 | i

# Next section
SMILES	KCNQ2 inh	Kir21 inh	CHT block
Cc1cc(F)ccc1N1CCC(N2CCN(C)C(CCO)C2)CC1 (stereo not given)	i	0	i
Cc1cc(C(=O)NCCC2=CCCCC2)ccc1[N+](=O)[O-]	i	0.01	i
Cc1cc(C)c(NC(=O)Nc2ccc3c(c2)OCO3)c(C)c1	i	-0.97	i
CCCCNS(=O)(=O)c1ccc2nc(SCC(=O)c3ccc(C#N)cc3)[nH]c2c1	i	0.97	i
Cc1cccc(CC(=O)OCn2nnc3ccccc3c2=O)c1	i	0.17	i
Nc1nc2c(s1)CCCCCCCCCC2	i	-7.4*	i
O=[N+]([O-])c1ccc(C[n+]2cccc3ccc4cccnc4c32)cc1	i	0.08	i
CCOC(=O)c1ccc(NC(=O)c2nc[nH]c2C(=O)NC)cc1	i	-0.14	i
Cc1cc(C(C)(C)C)ccc1OCCN(C)C	i	0.17	i
Cc1cc(-c2cc(C(=O)NCc3ccccc3)on2)nc(NC2CCCC2)n1	i	-1.3	i
COc1ccc2c(c1)cc(C(=O)N[C@@H](CCSC)C(=O)N1CCC(C(=O)O)CC1)n2C	i	0.04	i
O=C(NC1CCCC1)C(c1ccccc1)N(Cc1ccco1)C(=O)Cc1cccs1 (stereo not given)	i	-0.67	i
COc1cc2c(cc1OC)CN(C(=O)c1ccc(N3CCCC3)c([N+](=O)[O-])c1)CC2	i	0.58	i
Cc1ccc(OCC(O)Cn2c(N3CCCCC3)nc3c2c(=O)[nH]c(=O)n3C)cc1C (stereo not given)	i	-0.66	i
CCOC(=O)c1cnn(-c2nc(-c3cccc(F)c3)cs2)c1C(F)(F)F	i	2.9	i
O=C(CCNC(=O)c1ccccc1Cl)OCC(=O)c1ccccc1	i	-0.54	i
COc1cc(NC(=O)c2cccs2)c(OC)cc1NC(=O)c1cccs1	i	1.5	i
CCn1c(=O)c(-c2ccccc2)c(O)c2ccccc21	i	-0.02	i
O=C(NC1CCCCC1)N1CCN(Cc2nc3ccccc3c(=O)[nH]2)CC1	i	0.19	i
CCCc1nc2sc3c(c2c(=O)n1NC(=O)CCCl)CCCC3	i	-2.5	i
COCCNC(=S)N/N=C(\C)c1ccc(Cl)c(Cl)c1Cl	i	-0.01	i
C=CCn1c(SCC(=O)Nc2ccc(N(C)C)cc2)nnc1-c1cccc(C)c1	i	-1.5	i
COCC(=O)Nc1nnc(COc2ccc(Cl)cc2)s1	i	-0.2	i
Cc1ccc(NC(=O)Nc2nnc(Cc3ccc([N+](=O)[O-])cc3)s2)cc1C	i	-0.76	i
CCC(C(=O)OCC(=O)Nc1ccc(C)c(S(=O)(=O)N2CCOCC2)c1)c1ccccc1 (stereo not given)	i	-0.11	i
Cc1ccc(S(=O)(=O)Nc2cc3c(C(=O)O)c(C)oc3c3ccccc23)c(C)c1	i	-0.8	i
